Screening results (PubChem BioAssay)
SUMO Mot1 rescue – inhibitors of SUMOylation pathway: yeast Mot1-301 growth rescue; S. cerevisiae Mot1-301 growth rescue, ATP luminescence, 38.5C; percent above DMSO median, 100 means doubled; growth rescue, % at 18.8 µM; 1% of 320,000 active;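 active means every valid replicate shows activation above 250% relative to neutral control wells; inactive means the rest, any valid replicate at or below 250%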;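 further: OY570 slx delta 5 strain wells were the positive control but not used for scaling; some compounds called inactive have numbers as strong as hits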
phage Ecoli inh – E. coli growth loss with phage present. growth absorbance. AID 651602. inhibition, % at 11.9 µM. 0.26% of 360,000 active; in the data active means inhibition above about 11%
HTR5A inv ctr – counter-screen for OPRM1-OPRD1 inverse agonists: human HTR5A inverse agonism; P47898; AID 504634; inhibition, % at 9.3 µM; 0.083% of 340,000 active; HTR5A cell line, luminescence; in the data active means inhibition mostly above about 23%, no sharp cut-off; inactive means mostly below about 18%;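 further: 0% = cells with DMSO and 100% = no-cell wells with DMSO; some compounds called inactive have numbers as strong as hits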
CDK5 inh – inhibitors of human CDK5/p35 kinase. AID 488839. Recombinant CDK5/p35, ADP-Glo luminescence, 60 min. Q00535+Q15078. 0.01% of 330,000 active. inhibition, % at 10 µM;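 active means highest replicate inhibition of at least 50% and at least 75% of replicates reaching 50%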;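 further: plate controls were DMSO neutral control for no effect and GW8510 at 10 µM for full effect; many of its hits are not listed in these tables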
Target sequence (Q00535 whole entry, looked up): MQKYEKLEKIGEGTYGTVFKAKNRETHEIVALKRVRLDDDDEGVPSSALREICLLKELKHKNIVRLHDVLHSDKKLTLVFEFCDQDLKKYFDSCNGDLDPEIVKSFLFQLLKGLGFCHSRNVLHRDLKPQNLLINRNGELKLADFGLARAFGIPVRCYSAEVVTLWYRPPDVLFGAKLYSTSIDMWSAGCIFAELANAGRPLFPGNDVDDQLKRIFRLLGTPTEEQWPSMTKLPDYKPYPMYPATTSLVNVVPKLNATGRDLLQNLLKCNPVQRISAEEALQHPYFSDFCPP
Target sequence (Q15078 whole entry, looked up): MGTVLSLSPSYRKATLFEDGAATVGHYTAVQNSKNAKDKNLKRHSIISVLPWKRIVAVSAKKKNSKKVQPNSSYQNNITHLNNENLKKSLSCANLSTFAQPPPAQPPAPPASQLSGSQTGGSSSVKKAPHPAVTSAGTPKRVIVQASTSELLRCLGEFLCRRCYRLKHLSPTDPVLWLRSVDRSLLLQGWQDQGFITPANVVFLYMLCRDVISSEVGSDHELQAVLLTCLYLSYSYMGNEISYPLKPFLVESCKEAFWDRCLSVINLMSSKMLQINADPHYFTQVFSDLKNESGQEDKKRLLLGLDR
PKA-R1A act – PKA-R1A complex activation | P00514+P68181 | PKA-R1A dissociation, Cy5-IP20 fluorescence polarization; scaled: DMSO 0%, 113 µM cGMP 100% | AID 504707 | 0.083% of 340,000 active | activation, % at 11.4 µM;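 active means percent activation above the mean of all tested compounds plus 3 SD, cut at about 19% in these data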;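 further: higher means more PKAc released from R1A so a rise in polarization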
DAGLB inhibitor – blocks human DAGLB lipase activity; Q8NCG7; AID 504411; 0.059% of 340,000 active; inhibition, % at 5.17 µM; HEK293T DAGLB membrane lysate, EnzChek fluorogenic substrate; in the data active means inhibition above about 34%;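 further: 0% = enzyme with vehicle and 100% = wells lacking enzyme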
Ecoli viability – reduces bacterial viability in AddAB counter-screen | 0.27% of 330,000 active | inhibition, % at 11.9 µM | E. coli V3065 growth, OD600 absorbance, 18 h;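 active means inhibition above the campaign's mean inhibition across all tested compounds plus 3 SD, cut at about 9.9% in these data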;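 further: uninfected addAB+ strain grown without phage in ampicillin broth; 0% = DMSO wells and 100% = ciprofloxacin 0.95 µg/ml wells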
HTR5A ag ctr – HTR5A agonism, opioid heterodimer counter-screen; P47898; HTR5A agonist assay, luminescence, cell-based; activation, % at 9.3 µM; 0.61% of 340,000 active; in the data active means activation mostly above about 9.5%, no sharp cut-off; inactive means mostly below about 7.6%;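 further: 0% = cells with vehicle only and 100% = reference agonist; strong numbers were not always called active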
Tat export inh – blocks Tat-dependent protein export in E. coli; E. coli MC4100 TorA-mCherry Tat export, fluorescence; inhibition, % at 10 µM; 0.036% of 340,000 active; AID 488895;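 active means mean replicate inhibition at least 50% and at least half of replicates individually reaching 50%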;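 further: exported cargo escapes ClpAP degradation while cytoplasmic cargo is degraded and loses fluorescence; 0% = median of neutral control wells and 100% = median of NaSCN control wells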
AddAB inh – less growth of phage-infected E. coli with AddAB | inhibition, % at 11.9 µM | 0.29% of 330,000 active | E. coli expressing H. pylori AddAB, absorbance growth | AID 435030; in the data active means inhibition above about 12%;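 further: 0% = vehicle wells of infected cells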
PKA-R2B activ – PKA-R2B complex activation; P22694+P31323; 0.079% of 340,000 active; activation, % at 11.4 µM; PKA-R2B holoenzyme dissociation, Cy5-IP20 fluorescence polarization; R2B truncated from residue 108, S112A mutant; 0% DMSO only, 100% 113 µM cGMP; AID 504700;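 active means activation above a cutoff set at the mean over all compounds plus 3 SD, cut at about 18% in these data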;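 further: higher means more holoenzyme dissociation and a rise in polarization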
Target sequence (P31323 whole entry, looked up, other chains not shown, the tested form may be a part): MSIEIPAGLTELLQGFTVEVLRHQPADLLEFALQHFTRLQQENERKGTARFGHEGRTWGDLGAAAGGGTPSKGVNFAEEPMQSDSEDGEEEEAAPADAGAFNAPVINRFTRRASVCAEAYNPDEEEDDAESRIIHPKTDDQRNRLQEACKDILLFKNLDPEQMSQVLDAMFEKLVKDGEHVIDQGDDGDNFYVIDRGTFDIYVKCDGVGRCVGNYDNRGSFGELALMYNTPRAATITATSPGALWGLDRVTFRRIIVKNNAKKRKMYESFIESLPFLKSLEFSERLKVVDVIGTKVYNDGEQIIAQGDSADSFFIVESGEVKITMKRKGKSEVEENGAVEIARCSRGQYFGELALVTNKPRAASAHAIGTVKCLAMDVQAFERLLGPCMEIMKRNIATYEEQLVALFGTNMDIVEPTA
* marks the source's active call; other numbers are inactive results; . = no result given.

Under each structure – Ecoli viability | DAGLB inhibitor | AddAB inh | CDK5 inh | PKA-R2B activ | phage Ecoli inh | Tat export inh | SUMO Mot1 rescue | HTR5A inv ctr | HTR5A ag ctr | PKA-R1A act
1) COc1ccc(OC)c(/C=N/NC(=O)CNC(=O)c2ccc(S(=O)(=O)N3CCCC3)cc2)c1
→ -0.8 | -2 | 2.0 | -0.6 | -7 | 1.1 | -2 | 12 | 1 | 1 | 4
2) COc1cc(NC(=O)CSc2nncn2C)cc(OC)c1OC
→ 0.1 | -3 | 4.3 | -2.3 | 4 | 4.4 | 6 | 2 | -8 | 6 | -2
3) Cc1nc(Nc2ccccc2Br)c2nnn(Cc3ccccc3)c2n1
→ -0.4 | -8 | 2.1 | 0.0 | 0 | 1.0 | -5 | 5 | 5 | -1 | 0
4) CC(=O)Nc1ccc(S(=O)(=O)NCc2ccc(C(=O)NCCCN3CCC(C)CC3)cc2)cc1
→ 1.4 | -1 | 3.9 | . | -15 | 4.5 | -2 | 50 | 11 | 2 | -2
5) CC1CCC(NC(=O)c2ccc(-n3cncn3)c([N+](=O)[O-])c2)CC1 (stereo unspecified)
→ 1.1 | 4 | 0.7 | 0.2 | -5 | 1.8 | -5 | -2 | 2 | 0 | 9
6) N#CC1=C(N)SC(N)=C(C#N)C1c1ccc([N+](=O)[O-])cc1
→ -2.3 | 7 | -1.6 | 1.8 | -13 | 2.1 | -3 | -3 | 13 | -5 | -7
7) Cc1cc(C)cc(NC(=O)NCc2nnc(SCc3ccccc3)n2C)c1
→ 2.6 | -1 | 2.1 | -0.9 | -5 | 1.9 | -2 | . | -12 | 2 | -7
8) CCN(CC)Cc1csc2ccc(Br)cc12
→ 1.1 | 2 | 5.8 | 0.1 | -1 | 5.7 | -5 | 281 | 26 | 6 | -12
9) CNC(=S)Nc1ccc(C)c(NC(=S)NC)c1
→ -1.3 | 1 | -1.5 | -2.5 | 5 | 2.3 | 3 | 4 | 3 | 4 | 2
10) CC1(C)SC2C(C(=O)O)N=C(Cc3ccccc3)N2C1C(=O)O (stereo unspecified)
→ . | -1 | . | -4.1 | -2 | -1.6 | 3 | . | 12 | -3 | 1
11) CCOC(=O)[C@@H]1[C@H]2COc3ccccc3[C@@H]2N2C(=O)N(c3ccc(C(F)(F)F)cc3)C(=O)[C@@]12C
→ -0.9 | -4 | 1.6 | 0.2 | 0 | 2.5 | 4 | 2 | 0 | -3 | -4
12) O=C(CCN1C(=O)/C(=C/c2ccccc2)SC1=S)Nc1ccccn1
→ -0.3 | 1 | 1.0 | -1.2 | 0 | 1.4 | 3 | 11 | 8 | -2 | -13
13) COc1ccc(COc2cc(-c3cccc(OC)c3)nc3ccc(NC(=O)c4ccc(OC)cc4)cc23)cc1
→ -1.6 | -6 | 2.9 | -0.8 | -16 | 0.3 | -3 | 2 | -34 | 13 | 0
14) CCCNS(=O)(=O)c1cccc(C(=O)OCc2cc(=O)oc3cc(OC)ccc23)c1
→ 1.3 | 0 | 0.8 | 2.0 | 0 | 0.6 | 4 | -10 | -1 | 6 | 7
15) CN(CC(=O)Nc1cccc(F)c1)C(=O)CCN1C(=O)C2CC=CCC2C1=O (stereo unspecified)
→ 0.7 | -3 | 2.0 | 2.5 | 3 | 1.7 | 2 | -7 | 3 | -3 | 4
16) O=C(Cn1nc(C(F)(F)F)c2c1CCCC2)NCCN1CCOCC1
→ 1.5 | -1 | 2.6 | -0.7 | -9 | 4.0 | -10 | -39 | 1 | 4 | -7
17) O=C(NC1CCC(CC2CCC(NC(=O)C(Cl)Cl)CC2)CC1)C(Cl)Cl (stereo unspecified)
→ 0.7 | 4 | 3.1 | -1.1 | -1 | 1.2 | -3 | -26 | -20 | 6 | -11
18) COc1cccc(-c2cc(C(=O)N/N=C/c3ccc(OC)c(COC(C)=O)c3)c3ccccc3n2)c1
→ 1.1 | -1 | 3.0 | -0.3 | -2 | -0.2 | 9 | 30 | 6 | 1 | -5
19) COc1ccccc1CCNC(=O)c1c(C)nn(CC(C)C)c1Cl
→ 0.8 | -2 | -0.3 | -0.7 | 1 | -0.2 | 0 | -2 | -3 | -3 | 4
20) COCCCN1C(=O)C(=O)/C(=C(/O)c2ccc(S(=O)(=O)N3CCOCC3)cc2)C1c1ccc(OC)cc1 (stereo unspecified)
→ -1.1 | 3 | 2.0 | -0.9 | 3 | 0.9 | 1 | 4 | 16 | 5 | -9
21) Cc1[nH][nH]c(=O)c1C(c1ccc(-c2ccc(Cl)c(C(=O)O)c2)o1)c1c(C)[nH][nH]c1=O
→ . | 0 | . | -1.4 | 5 | 3.5 | 1 | . | -9 | 4 | -3
22) CCN1CCC(n2nccc2NC(=O)c2ccccc2Cl)CC1
→ 0.6 | -2 | 1.2 | -5.9 | 5 | 0.6 | 4 | -6 | -21 | 1 | -2
23) Oc1ccc(C[C@H]2CNC(=S)N2CCc2cc(C(F)(F)F)cc(C(F)(F)F)c2)cc1
→ -1.5 | -4 | 2.4 | -0.3 | -12 | 0.1 | 8 | 13 | -30 | 10 | -5
24) CC(=O)Nc1cccc(C(=O)Nc2nc(C)cs2)c1
→ 1.3 | -2 | 5.7 | -6.6 | -11 | 0.1 | -12 | -32 | 12 | -5 | -2
25) CC[C@H](C)[C@@H](C(=O)NCCCCCCCCCCC(=O)N1CCNCC1)n1cc(CCCCCN)nn1
→ -3.8 | 5 | -0.2 | 0.7 | 4 | 4.9 | 1 | -7 | -2 | 4 | 4
26) Cc1cc(=O)oc2cc(OCC(=O)OC(C)C(=O)NC3CCCC3)ccc12 (stereo unspecified)
→ 1.2 | -3 | 1.5 | -0.1 | 0 | -0.6 | -1 | 45 | 5 | -3 | 3
27) N#Cc1ccc(Oc2ccc(C(N)=O)cc2)cc1C#N
→ -0.2 | -2 | -0.2 | 0.2 | -10 | 1.4 | 7 | 271 | -10 | 4 | -11
28) C/C=C(/C)C(=O)Nc1cccc(C2=NOC3(C2)C[C@@H](C(N)=O)N(C(=O)[C@H]2CCC(=O)N2)C3)c1 (stereo partly specified)
→ -2.2 | -2 | 1.4 | 0.3 | 7 | 1.8 | -3 | -8 | -35 | 12 | -6
29) O=C(Nc1ccccc1Br)C1CCCN1S(=O)(=O)c1cccc2nsnc12 (stereo unspecified)
→ -1.7 | -1 | 2.9 | 1.0 | 5 | 0.3 | 8 | . | -6 | -1 | -12
30) Cc1ccccc1OCC(=O)OCC(=O)c1ccc(OCc2ccccc2)cc1
→ 1.1 | -2 | -1.7 | -1.2 | -6 | 5.1 | -2 | -11 | -4 | -7 | -1
31) NC(=O)C1CCN(C(=O)CSc2nc(O)cc(=O)[nH]2)CC1
→ -1.4 | -1 | 1.4 | -0.5 | 6 | 0.9 | -8 | 2 | 2 | -1 | 0
32) COc1ccc(N(CC(=O)NC2CCCCC2)C(=O)c2ccc(C)s2)c(OC)c1
→ -0.6 | -1 | 1.5 | 0.6 | -1 | -0.1 | 4 | -13 | 17 | 3 | -2
33) CS(=O)(=O)N1CCC(C(=O)NCc2ccco2)CC1
→ 1.6 | -2 | -0.2 | 0.8 | -4 | 2.3 | -4 | 5 | 0 | 5 | 1
34) CCc1nc(N)nc2c1C(=O)CC(C)(C)C2
→ 0.1 | -5 | 0.5 | 1.6 | -7 | 0.3 | 8 | -24 | 6 | 6 | -4
35) O=C(c1cc2ccccc2oc1=O)N(Cc1ccc2c(c1)OCO2)Cc1ccco1
→ -0.1 | -4 | -0.8 | -0.6 | -1 | 3.5 | -1 | -8 | -7 | -2 | -14
36) CCn1c(C)nc2cc(C(=O)NNS(=O)(=O)c3c(C)c(C)cc(C)c3C)ccc21
→ -0.7 | 2 | -0.1 | 1.1 | 3 | 2.2 | -1 | 251 | 22 | 4 | -10
37) CCOC(=O)/C=C/C(=O)OCC(=O)Nc1ccc(OC)c(Cl)c1
→ -3.1 | 2 | -0.3 | -2.1 | 3 | 1.2 | -9 | 5 | -7 | 3 | 1
38) COc1ccc(C(=O)N[C@H](C(=O)Nc2nc3c(s2)CCCC3)C(C)C)cc1
→ -1.4 | 4 | 1.1 | -0.8 | -6 | -1.8 | 7 | . | 9 | -3 | -4
39) COCCCNC(=O)C1=CCN(S(=O)(=O)c2ccc(OC)cc2)CC1
→ -2.4 | -3 | 0.8 | 0.6 | -1 | 1.2 | -1 | -12 | 16 | 3 | -10
40) Cc1ccc(S(=O)(=O)Nc2ccc3cc([N+](=O)[O-])ccc3c2[N+](=O)[O-])cc1
→ . | 21 | . | 0.4 | -2 | 3.5 | 2 | . | 5 | -1 | -7
41) O=C(Nc1nc2ccccc2[nH]1)C1CC1
→ 2.7 | -2 | 0.9 | 0.7 | -3 | 1.3 | 11 | -8 | -3 | 0 | -3
42) CCCCCCOC(=O)C(C#N)c1nc2ccccc2nc1N1CCCCC1 (stereo unspecified)
→ 1.3 | -3 | 0.3 | -0.7 | -9 | 0.9 | -4 | -3 | -24 | 8 | -6
43) COc1ccc(CCNC(=O)CSc2ccccc2)cc1OC
→ -0.4 | 1 | 3.8 | -0.5 | -2 | 2.5 | -8 | -20 | -4 | -1 | -4
44) CC(=O)Nc1ccc2nc(NC(=O)CN3CCOCC3)sc2c1
→ -0.4 | -2 | 0.1 | -0.7 | -8 | -0.6 | 13 | -4 | 3 | -1 | -1
45) CCCCNc1nnc(SCC(=O)c2c[nH]c3ccccc23)s1
→ -1.6 | 1 | 2.8 | -0.6 | -3 | 1.7 | 3 | 45 | -13 | 0 | -7
46) Cc1cc(C)nc(NC(=O)c2cc(-c3ccc(C)s3)nc3ccccc23)c1
→ 2.5 | -8 | -1.2 | -0.8 | -4 | -1.0 | 8 | -14 | 0 | 0 | -4
47) COc1cccc(N2CCN(S(=O)(=O)c3ccc4c(c3)oc(=O)n4C)CC2)c1
→ 0.6 | 0 | 2.0 | . | 2 | 0.9 | 4 | -12 | 0 | 1 | 6
48) CCCOc1ccc(NC(=O)CC2C(=O)Nc3ccccc3N2CC(=O)N2CCCC2)cc1 (stereo unspecified)
→ -1.4 | -4 | 2.7 | -1.8 | 0 | 1.1 | -4 | 3 | 1 | -1 | -8
49) OC(CN1CCN(C(c2ccccc2)c2ccccc2)CC1)c1ccccc1 (stereo unspecified)
→ 2.5 | -3 | 0.1 | 0.2 | 0 | . | -3 | -23 | 11 | -3 | -5
50) Cc1cc(C)cc(N(CC(=O)O)S(=O)(=O)c2c(C)[nH]c(=O)[nH]c2=O)c1
→ -1.0 | 3 | 4.1 | -0.7 | -5 | 2.4 | -3 | 62 | 5 | -2 | -2
51) Cc1nc(SC2CC(=O)N(c3ccccc3)C2=O)n[nH]1 (stereo unspecified)
→ -0.9 | 2 | -1.2 | -3.6 | 3 | 2.5 | -15 | -19 | 9 | 1 | 3
52) OC1(c2cccc(C(F)(F)F)c2)CCN(Cc2nnnn2CCc2ccccc2)CC1
→ -2.6 | 1 | 0.0 | 0.1 | -7 | -0.1 | 11 | -4 | -1 | -1 | 0
53) O=C(NCCc1csc(-c2ccccc2)n1)c1c(F)cccc1Cl
→ 2.6 | -1 | -0.4 | 0.8 | 2 | 1.1 | 5 | 23 | -8 | 3 | -15
